Screening data from PubChem.
HTR5A inv ctr = HTR5A inverse agonism, opioid heterodimer counter-screen. P47898. HTR5A cell line, luminescence. inhibition, % at 9.3 µM. 340,000 tested, 0.083% active; in the data active means inhibition mostly above about 23%, no sharp cut-off; inactive means mostly below about 18%;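 further: 0% = cells with DMSO and 100% = no-cell wells with DMSO; some compounds called inactive have numbers as strong as hits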
Target sequence (P47898 whole entry, looked up): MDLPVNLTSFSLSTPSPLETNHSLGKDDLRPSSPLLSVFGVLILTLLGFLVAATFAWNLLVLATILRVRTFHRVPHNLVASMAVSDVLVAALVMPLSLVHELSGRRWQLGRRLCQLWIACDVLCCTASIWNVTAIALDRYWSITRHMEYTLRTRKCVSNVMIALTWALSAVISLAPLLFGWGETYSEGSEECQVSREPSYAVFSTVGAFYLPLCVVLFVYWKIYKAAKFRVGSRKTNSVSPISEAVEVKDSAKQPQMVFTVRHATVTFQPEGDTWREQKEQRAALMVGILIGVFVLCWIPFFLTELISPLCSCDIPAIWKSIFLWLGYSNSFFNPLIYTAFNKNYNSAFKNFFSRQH
Tat export inh = inhibitors of E. coli Tat protein transport. E. coli MC4100 TorA-mCherry Tat export, fluorescence. inhibition, % at 10 µM. 340,000 tested, 0.036% active;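 active means mean replicate inhibition at least 50% and at least half of replicates individually reaching 50%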;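 further: exported cargo escapes ClpAP degradation while cytoplasmic cargo is degraded and loses fluorescence; 0% = median of neutral control wells and 100% = median of NaSCN control wells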
AddAB inh = less growth of phage-infected E. coli with AddAB. E. coli expressing H. pylori AddAB, absorbance growth. inhibition, % at 11.9 µM. 330,000 tested, 0.29% active. AID 435030; in the data active means inhibition above about 12%;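 further: 0% = vehicle wells of infected cells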
PKA-R2B activ = activators of human PKA-R2B complex; 340,000 tested, 0.079% active; PKA-R2B holoenzyme dissociation, Cy5-IP20 fluorescence polarization; R2B truncated from residue 108, S112A mutant; 0% DMSO only, 100% 113 µM cGMP; activation, % at 11.4 µM; P22694+P31323;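 active means activation above a cutoff set at the mean over all compounds plus 3 SD, cut at about 18% in these data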;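 further: higher means more holoenzyme dissociation and a rise in polarization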
Target sequence (P31323 whole entry, looked up, other chains not shown, the tested form may be a part): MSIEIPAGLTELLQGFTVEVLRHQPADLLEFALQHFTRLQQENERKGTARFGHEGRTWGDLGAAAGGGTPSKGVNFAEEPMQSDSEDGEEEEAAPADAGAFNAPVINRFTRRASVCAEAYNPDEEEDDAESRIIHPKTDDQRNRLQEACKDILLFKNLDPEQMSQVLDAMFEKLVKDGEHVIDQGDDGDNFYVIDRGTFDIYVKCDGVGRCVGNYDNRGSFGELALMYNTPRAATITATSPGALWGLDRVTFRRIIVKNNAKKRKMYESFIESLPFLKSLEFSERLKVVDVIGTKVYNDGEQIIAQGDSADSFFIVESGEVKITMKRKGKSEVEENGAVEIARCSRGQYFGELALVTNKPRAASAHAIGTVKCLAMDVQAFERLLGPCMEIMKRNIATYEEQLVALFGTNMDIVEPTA
DAGLB inh = diacylglycerol lipase beta (human) inhibition; Q8NCG7; HEK293T DAGLB membrane lysate, EnzChek fluorogenic substrate; inhibition, % at 5.17 µM; 340,000 tested, 0.059% active; AID 504411; in the data active means inhibition above about 34%;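 further: 0% = enzyme with vehicle and 100% = wells lacking enzyme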
phage Ecoli inh = E. coli growth loss with phage present. growth absorbance. inhibition, % at 11.9 µM. 360,000 tested, 0.26% active; in the data active means inhibition above about 11%
PKA-R1A act = PKA-R1A complex activation; P00514+P68181; PKA-R1A dissociation, Cy5-IP20 fluorescence polarization; scaled: DMSO 0%, 113 µM cGMP 100%; activation, % at 11.4 µM; 340,000 tested, 0.083% active; AID 504707;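 active means percent activation above the mean of all tested compounds plus 3 SD, cut at about 19% in these data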;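 further: higher means more PKAc released from R1A so a rise in polarization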
Ecoli viability = counter-screen for AddAB inhibitors: E. coli growth inhibition; E. coli V3065 growth, OD600 absorbance, 18 h; inhibition, % at 11.9 µM; 330,000 tested, 0.27% active;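 active means inhibition above the campaign's mean inhibition across all tested compounds plus 3 SD, cut at about 9.9% in these data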;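 further: uninfected addAB+ strain grown without phage in ampicillin broth; 0% = DMSO wells and 100% = ciprofloxacin 0.95 µg/ml wells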
SUMO Mot1 rescue = inhibitors of SUMOylation pathway: yeast Mot1-301 growth rescue. growth rescue, % at 18.8 µM. 320,000 tested, 1% active. S. cerevisiae Mot1-301 growth rescue, ATP luminescence, 38.5C; percent above DMSO median, 100 means doubled. AID 2716;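 active means every valid replicate shows activation above 250% relative to neutral control wells; inactive means the rest, any valid replicate at or below 250%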;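 further: OY570 slx delta 5 strain wells were the positive control but not used for scaling; some compounds called inactive have numbers as strong as hits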
CDK5 inh = CDK5/p35 (human) kinase inhibition; Q00535+Q15078; Recombinant CDK5/p35, ADP-Glo luminescence, 60 min; inhibition, % at 10 µM; 330,000 tested, 0.01% active; AID 488839;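 active means highest replicate inhibition of at least 50% and at least 75% of replicates reaching 50%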;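 further: plate controls were DMSO neutral control for no effect and GW8510 at 10 µM for full effect; many of its hits are not listed in these tables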
HTR5A ag = counter-screen for OPRM1-OPRD1 agonists: human HTR5A agonism | HTR5A agonist assay, luminescence, cell-based | activation, % at 9.3 µM | AID 504692 | P47898 | 340,000 tested, 0.61% active; in the data active means activation mostly above about 9.5%, no sharp cut-off; inactive means mostly below about 7.6%;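 further: 0% = cells with vehicle only and 100% = reference agonist; strong numbers were not always called active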
Active calls of the source: *; . = no result given.

Molecule	HTR5A inv ctr	Tat export inh	AddAB inh	PKA-R2B activ	DAGLB inh	phage Ecoli inh	PKA-R1A act	Ecoli viability	SUMO Mot1 rescue	CDK5 inh	HTR5A ag
CC(=O)Nc1ccc(CC#N)cc1	-16	-1	1.7	-7	0	3.2	5	-0.6	8	-1.6	1
CCc1ccc(NC(=O)CSc2nc3ccsc3c(=O)n2CCC(=O)O)cc1	-9	0	2.4	-1	4	0.8	0	2.5	234	-5.5	2
O=c1c2cc(F)ccc2[nH]c(=S)n1Cc1ccc(F)cc1	-3	0	-0.7	9	-2	1.3	-1	-0.9	186	0.9	1
Cc1ccc2nc(C)c3c(c2c1)N(c1ccccc1)CC3	.	2	4.5	.	.	1.7	.	0.0	2	0.9	.
CC12CC3CC(C)(C1)CC(C(=O)Nc1nn[nH]n1)(C3)C2	0	1	0.9	-16	-1	-0.5	-1	-0.1	7	2.1	2
COc1ccc(OC)c(S(=O)(=O)NCCO)c1	1	-24	1.7	-9	0	-1.7	3	0.1	-19	1.1	-3
C=C(C)COc1ccc2oc(C)c(C(=O)OCCOC)c2c1	-6	0	3.3	-3	-12	1.0	13	0.9	32	-2.2	3
Cc1ccc(N=Nc2c(C)[nH]n(C(N)=S)c2=O)cc1C	-13	-7	1.3	-9	10	1.0	11	1.7	9	0.9	4
O=S(=O)(Nc1ccc(O)c(Sc2nc3ccccc3s2)c1)c1ccc(Cl)cc1	8	-4	-0.5	-5	-2	2.6	-14	2.3	23	-0.3	1
O=C(Nc1cccc2cccnc12)c1cccnc1	9	-4	1.1	1	-3	2.6	-1	3.3	-18	2.1	1
O=C(Nc1cccc2c1CCCC2)c1ccccc1Cl	6	-10	-0.5	0	-2	3.0	-2	-0.8	-9	-1.1	0
COC(CNC(=O)C(C)n1nc(C)c2ccccc21)OC (stereo unspecified)	6	-3	1.4	7	-1	5.0	-4	1.3	8	0.6	-1
Oc1c(Cl)cc(Cl)cc1C(C#Cc1ccccc1)N1CCOCC1 (stereo unspecified)	-20	8	1.0	-1	-5	2.3	-2	0.0	-11	0.8	0
CCN1CCCC1CN(Cc1cc2ccc(C)cc2[nH]c1=O)C(=S)Nc1cccc(OC)c1 (stereo unspecified)	-13	-5	1.7	-8	4	3.0	-5	-2.3	3	-0.5	4
O=C(CC1S/C(=N\S(=O)(=O)c2ccc(F)cc2)N(c2ccccc2)C1=O)Nc1ccccc1 (stereo unspecified)	-21	-6	-2.1	4	-1	3.4	-9	-0.1	23	-0.8	6
CC[N+](CC)(CC)C/C(N)=N/O	8	-5	-0.1	4	0	0.1	-6	-1.7	7	-0.4	-1
COc1ccc(Cc2nc(-c3cccs3)no2)cc1OC	-33	-3	-0.2	-24	-2	-1.0	-16	-1.1	-14	1.1	12
Cc1ccc(-n2nc3c(c2NC(=O)c2cccs2)CS(=O)(=O)C3)cc1	-8	-4	2.0	-7	-1	-0.2	2	0.9	2	-0.8	0
COc1ccc(NC(=O)c2ocnc2C)cc1OC	-27	-3	2.0	-7	2	.	0	0.5	-19	0.6	8
CC(=O)Nc1ccc(S(=O)(=O)Nc2ccc(Cl)nn2)cc1	-16	-3	4.5	-7	1	4.8	5	0.0	-5	0.5	-3
O=C(CSc1nc2ccccc2nc1N1CCCC1)Nc1ccc(Cl)cc1	-7	5	0.2	-6	-9	2.7	-10	-0.3	-22	2.1	2
CC(=O)OCC1OC(n2ccc(=O)[nH]c2=O)C(O)C1O (stereo unspecified)	-10	-6	1.8	-10	-2	2.3	-5	1.4	-21	-1.0	-1
COc1ccc(CCN2C(=O)CCC2(C)C(=O)NC2CCCC2)cc1OC (stereo unspecified)	0	-6	0.6	-13	0	-1.0	-6	-0.7	.	-0.2	0
CC(C)NC(=O)Nc1cccc(Cl)c1	-22	-7	1.2	0	-1	1.0	5	0.8	1	-1.8	2
CN(Cc1ccccc1)C(=O)c1cnc2n(c1=O)CCS2	17	2	-0.2	5	1	0.2	-3	1.3	-6	1.9	1

(next part)
Molecule	HTR5A inv ctr	Tat export inh	AddAB inh	PKA-R2B activ	DAGLB inh	phage Ecoli inh	PKA-R1A act	Ecoli viability	SUMO Mot1 rescue	CDK5 inh	HTR5A ag
CSc1nc(C)cc(OCC(=O)n2nc(C)cc2C)n1	-35	-2	2.2	2	0	1.3	-6	-2.2	-13	-0.2	4
COc1ccc(N(CC(=O)NCCC2=CCCCC2)S(=O)(=O)c2c(C)[nH]c(=O)[nH]c2=O)cc1	-15	-6	-0.6	4	3	2.4	5	-1.0	72	2.6	7
CCn1cc(CCC(=O)NCc2ccccc2OC)c2ccccc21	-13	-3	-0.2	2	-4	-4.5	5	-1.2	7	2.9	4
COc1ccc(C2NCCc3c2[nH]c2ccccc32)cc1COc1ccc(F)cc1 (stereo unspecified)	-7	-3	5.2	4	0	4.0	1	2.9	-26	-1.5	12
CCCCOc1ccc(Cl)cc1CSc1nnc(C)n1N	-17	2	2.7	-5	1	3.2	0	-0.8	-12	-0.8	6
Cc1cc(OCc2nnc(SC(C)C(=O)O)n2-c2ccccc2)ccc1Cl (stereo unspecified)	-19	-4	0.2	8	2	-0.1	-8	-1.5	2	-0.2	5
CC1=CC(=O)C=C(C)C1=NOC(=O)/C=C\c1ccccc1	0	5	2.8	10	-4	5.3	-4	0.8	-17	-1.7	13*
O=C(N/C(=C/c1cccnc1)C(=O)N1CCOCC1)c1ccccc1	-8	-6	3.0	-3	-2	2.2	-2	-0.9	-21	3.8	-1
CCN(CC)S(=O)(=O)c1ccc(/C=C/C(=O)OCC#N)cc1	6	2	0.5	-9	0	3.5	7	-1.4	2	-4.4	3
O=C(/C=C/c1cccs1)N1CCCC1	2	5	1.8	-5	3	1.2	0	0.8	-13	0.4	0
CC1CCCC(C)N1C(=O)CCN1C(=O)C2C3C=CC(C3)C2C1=O (stereo unspecified)	13	-12	2.2	5	0	-2.7	-2	-0.8	-17	1.2	5
CC(C)(C)c1ccc(/C=C2\Oc3cc(O)ccc3C2=O)cc1	-16	15	-0.3	5	-4	-1.5	-2	-1.6	6	-1.3	4
CCN1CCN(C(=O)c2ccc(CS(=O)Cc3ccc(C)cc3)o2)CC1 (stereo unspecified)	-11	1	5.2	1	3	1.7	-10	-0.3	-15	-1.9	0
CCCS(=O)(=O)N1CCCC(C(=O)Oc2ccc(OC)cc2)C1 (stereo unspecified)	-2	-5	-0.7	-6	2	3.5	-3	1.6	2	1.4	0
COC(=O)C1=C(C)NC2=C(C(=O)CCC2)C1c1cn(Cc2ccc(Br)cc2)nc1-c1ccccc1 (stereo unspecified)	-18	15	0.9	-13	1	2.2	-1	-0.6	155	-0.9	-2
COc1cc(Br)c(Br)cc1N	-26	-1	1.9	-2	-5	2.0	-2	-1.2	9	3.4	4
Cc1csc(NC(=S)Nc2cccc(Cl)c2)n1	9	-4	1.2	-1	0	3.8	-11	0.8	817*	-2.3	1
O=C(Nc1ncc(Cl)cc1Cl)c1c(F)cccc1Cl	16	-6	0.5	-5	-1	-4.0	2	-0.2	62	-0.1	3
C#CCOC(=O)/C(=C/C=C/c1ccccc1)NC(=O)c1ccccc1	5	-20	4.1	-11	-4	4.2	-9	0.5	-23	1.2	-1
Cc1ccc(-c2nc(CS(=O)CC(=O)NC3CCC(C)CC3)c(C)o2)cc1 (stereo unspecified)	6	2	-2.4	-1	-1	2.7	-6	-0.7	-5	1.2	-2
O=C(Nc1nnc(Cc2ccccc2F)s1)Nc1ccccc1F	-4	5	2.1	-2	-3	-0.6	-8	1.4	-3	0.0	1
O=C(CSc1n[nH]c(=O)n1C1CC1)NCc1ccccc1	20	3	1.5	-2	1	2.6	-5	0.9	-5	-1.3	-7
Cc1ccc(NC(=O)C(Cc2ccccc2)NC(=O)OCc2ccccc2)cc1C (stereo unspecified)	0	5	0.7	2	-7	5.1	-1	2.1	-6	1.6	0
CCc1cccc(NC(=O)C2CCCN2S(=O)(=O)c2cccc3cccnc23)c1 (stereo unspecified)	-20	-5	2.7	-1	-2	0.5	-5	2.2	-19	1.9	-1
O=C(c1cnccn1)N1CCN(c2ccccc2F)CC1	-5	12	2.1	-11	-1	2.8	-5	-0.3	-26	0.8	-1

Two compounds from above, reduced to PKA-R1A act.
SMILES,PKA-R1A act
CCc1cccc(NC(=O)C2CCCN2S(=O)(=O)c2cccc3cccnc23)c1 (stereo unspecified),-5
O=C(CSc1n[nH]c(=O)n1C1CC1)NCc1ccccc1,-5

(continued)
Molecule	HTR5A inv ctr	Tat export inh	AddAB inh	PKA-R2B activ	DAGLB inh	phage Ecoli inh	PKA-R1A act	Ecoli viability	SUMO Mot1 rescue	CDK5 inh	HTR5A ag
COc1ccccc1-c1cc(C(F)(F)F)nc(S(=O)(=O)CCCC(=O)O)n1	-82	4	2.5	5	-12	2.6	-6	2.7	5	-0.8	-1
O=C(O)c1cc(-c2ccc(/C=C3\NC(=O)N(c4ccc(Cl)cc4)C3=O)o2)ccc1Cl	-1	-3	-0.5	9	3	-0.3	6	-0.2	-22	-3.6	-4
Cc1oc2cc(Br)c(O)c(Br)c2c1-c1ccccc1	4	20	-0.8	-5	-6	.	-12	1.2	79	-0.5	-1
FC(F)(F)c1ccnc(NCc2ccc(Cl)cc2)n1	-33	-6	-2.2	-11	-5	2.1	-12	-0.7	5	-1.2	9
O=C(Oc1oc(-c2ccco2)nc1C=Nc1ccccc1)c1ccoc1	-21	-9	2.9	1	3	3.6	8	-0.6	81	0.3	-3
O=C(Cn1nc(C(=O)O)c2ccccc2c1=O)Nc1cccc(S(=O)(=O)N2CCCC2)c1	-14	2	.	-12	0	3.7	-7	.	.	-0.1	5
O=C(C1CCN(S(=O)(=O)c2ccccc2[N+](=O)[O-])CC1)N1CCOCC1	9	0	5.4	-4	0	2.2	8	0.4	16	-1.1	-3
CCN(CC)CCC#CC1(O)c2ccccc2-c2ccccc21	5	-10	-0.5	-1	-1	0.7	2	-0.2	-4	1.2	-2
CCOC(=O)c1ccc(NC(=S)NC(=O)c2nn(CC)cc2Br)cc1	-9	0	1.2	13	-2	4.0	0	0.5	-6	-0.2	2
COc1ccc(Oc2nc(-c3ccccc3)ncc2S(=O)(=O)c2ccccc2)cc1	11	-4	0.0	5	1	0.5	2	-2.1	71	1.0	7
O=C(COc1cccnc1[N+](=O)[O-])c1c[nH]c2ccccc12	12	-2	4.9	7	4	6.2	2	4.7	-8	0.0	-4
Cc1ccc2nc(-c3ccc(NS(=O)(=O)c4ccc(F)cc4)cc3)sc2c1	-13	13	1.1	-9	-5	4.8	-14	0.1	3	-0.7	5
O=c1cc(CSc2nnc(NC3CCCCC3)s2)nc2sccn12	-10	-2	-1.8	2	0	2.8	-7	0.6	10	0.2	0
CCc1ccc(NC(=O)CSc2nnc(CNC(=O)c3c(F)cccc3Cl)o2)cc1	-17	10	0.7	-8	-2	2.7	-7	-2.9	-22	0.3	-6
CCOc1cc(C(=O)Nc2nnc(CC)s2)ccc1OCC(=O)N1CCOCC1	6	1	2.2	-4	0	1.7	-4	-0.2	7	1.1	-2
